Screens (PubChem BioAssay)
KCNH2 3.1 inh: blocks the human KCNH2 3.1 channel isoform; U2OS KCNH2 3.1, thallium flux FluxOr; active compounds read low; activity change, % (tested at about 1.8 µM); 0.95% of 340,000 active; AID 720553;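 active means maximum activity change below -70%; inconclusive means maximum activity change from -70% to -50%; inactive means maximum activity change above -50%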;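 further: thallium influx rate constant from kinetic fluorescence after stimulation buffer; on the % scale 0 is the no-effect control and ±100 the full control effect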
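Thallium flux via FluxOr fluorescence (Red40 quencher, 45 min loading) in U2OS cells virally expressing the KCNH2 3.1 isoform (1.77 x 10^8 /mL virus, overnight at 37 C). Rate constants from 2-min kinetic reads post-stimulation, normalised to positive and negative controls.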
USP2a inh: inhibitors of human ubiquitin-specific protease USP2a; O75604; USP2 core, Ub-CHOP2 coupled fluorogenic reporter, 485/531; Potency, µM (doses to about 38.3 µM), for the others: at the highest dose activity change, negative = inhibition, hits mostly inhibitors; 0.01% of 330,000 active;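 further: potency means the concentration at half of the fitted maximal effect; plate controls were DMSO wells for no effect and full inhibition by NEM control for full effect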
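USP2 core (10nM final) preincubated 30min RT with compound in 20mM Tris-HCl pH 8.0, 2mM CaCl2, 2mM beta-mercaptoethanol, 0.05% CHAPS; 25nM Ub-CHOP2 plus 25nM reporter substrate added, fluorescence (Ex485/Em531) read after 60min.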
A-T KAP1 phos: candidate therapy for ataxia-telangiectasia; 0.19% of 320,000 active; […] A-T fibroblasts, KAP-1 phosphorylation AlphaLISA; neocarzinostatin DNA damage 30 min before lysis; Potency, µM (titrated, usually from 57.5 µM), for the others: at the highest dose activation, actives largely listed as activators; further: potency means the concentration at half of the fitted maximal effect; % of control where 0% means no effect; nearly all actives have a fitted effect of over 45% in size
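hTERT-immortalized A-T patient fibroblasts ([…]), 500 cells/well in OPTI-MEM, 1% FBS, got compounds for 60 min, then NCS for 30 min at 37C. Lysates were then assayed for phospho-KAP-1 by AlphaLISA (anti-pKAP1 donor, anti-KAP1 acceptor beads), 6 hr at 25C.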
TCR act: T cell receptor activation | AID 504894 | primary human leukocytes, anti-CD3, IL-2 HTRF, 48 h | Potency, µM (highest dose often 9.22 µM), for inactives: at the top dose activation of IL-2 secretion, actives largely listed as activators | 330,000 tested, under 10 active; further: % of control where 0% means no effect
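Primary human leukocytes were stimulated with a-CD3 beads plus compounds for 48 hr without co-stimulation; secreted IL-2 was quantified by HTRF using a-IL-2-K (europium cryptate) and a-IL-2-d2, excited at 320nm with acceptor emission read at 665nm.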
Mito fusion act: blocks mitochondrial division or promotes mitochondrial fusion; S. cerevisiae fusion-defective mutant growth rescue, CellTiterGlo 48 h; Potency, µM (series often up to 46.1 µM), for inactives: at the top dose growth rescue (activation), hits mostly activators; 0.23% of 320,000 active;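 further: potency means the concentration at half of the fitted maximal effect; % of control where 0% means no effect; nearly all actives have a fitted effect of over 45% in size; temperature-sensitive fusion mutants such as fzo1-1 at 37 °C on non-fermentable ethanol glycerol medium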
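Compounds are tested for their ability to restore growth of mitochondrial fusion-defective yeast strains at non-permissive 37C in YPEG medium over 48 hours. Viability is quantified by luciferase luminescence.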
TRPV1 ag: agonists of human vanilloid receptor 1 (TRPV1); Q8NER1; activation, % at 8.33 µM; TRPV1-expressing cells, Fluo-8 calcium influx, agonist mode; 0.19% of 320,000 active; in the data active means activation above about 80%; inconclusive means between about 30% and that limit; further: 0% is about no effect
Target sequence (Q8NER1 whole entry, looked up): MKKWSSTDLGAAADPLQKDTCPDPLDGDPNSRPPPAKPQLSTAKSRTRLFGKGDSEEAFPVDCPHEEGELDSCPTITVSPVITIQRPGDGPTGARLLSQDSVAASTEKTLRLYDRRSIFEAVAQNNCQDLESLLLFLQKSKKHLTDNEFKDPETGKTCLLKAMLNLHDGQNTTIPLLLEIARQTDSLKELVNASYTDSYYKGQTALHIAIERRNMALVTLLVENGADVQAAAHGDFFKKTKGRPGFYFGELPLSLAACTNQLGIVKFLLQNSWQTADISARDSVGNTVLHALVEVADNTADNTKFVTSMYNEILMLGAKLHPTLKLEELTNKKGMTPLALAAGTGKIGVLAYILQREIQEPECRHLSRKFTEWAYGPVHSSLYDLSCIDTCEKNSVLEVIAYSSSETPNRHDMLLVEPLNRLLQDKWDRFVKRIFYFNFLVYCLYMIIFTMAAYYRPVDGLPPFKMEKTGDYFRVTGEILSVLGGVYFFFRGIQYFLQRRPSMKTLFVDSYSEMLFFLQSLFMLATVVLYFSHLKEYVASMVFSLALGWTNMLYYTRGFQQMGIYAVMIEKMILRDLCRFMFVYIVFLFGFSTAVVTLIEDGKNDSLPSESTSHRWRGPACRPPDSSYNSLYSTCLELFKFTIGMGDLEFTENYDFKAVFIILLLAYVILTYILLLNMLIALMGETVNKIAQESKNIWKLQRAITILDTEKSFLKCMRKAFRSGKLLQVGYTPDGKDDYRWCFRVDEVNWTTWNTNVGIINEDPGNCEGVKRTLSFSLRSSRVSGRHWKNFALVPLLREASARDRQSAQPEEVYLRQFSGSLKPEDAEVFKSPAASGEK
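Cells expressing TRPV1 were dye-loaded with Fluo-8 and read kinetically: 10 s baseline, 3 min after compound (agonist portion), then 2 min after EC20 capsaicin (allosteric enhancer portion). Calcium-bound dye fluorescence at 480/520 nm.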
KCNH2 WT inh: KCNH2 (human, wildtype) channel inhibition; U2OS, BacMam KCNH2, thallium flux FluxOr; active compounds read low; 0.37% of 340,000 active; activity change, % at 1.84 µM;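 active means maximum activity change below -70%; inconclusive means maximum activity change between -70% and -50%; inactive means maximum activity change above -50%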; further: on the % scale 0 is the no-effect control and ±100 the full control effect
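U2OS cells transduced with wild-type KCNH2 virus are loaded with FluxOr dye for 45 min, and thallium flux is measured in kinetic reads before and after stimulation buffer. Rate constants are normalized to DMSO controls.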
Eya2 phos inh: inhibitors of human Eya2 phosphatase activity; O00167; recombinant Eya2, OMFP fluorescence dephosphorylation (OMFP is methylfluorescein phosphate); AID 488837; Potency, µM (highest dose often 76.9 µM), without a hit: at the top dose activity, negative = inhibition, hits mostly inhibitors; 0.006% of 330,000 active; further: potency means the concentration at half of the fitted maximal effect; on the % scale 0 is the no-effect control and ±100 the full control effect
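Eya2 (0.2 uM) preincubated 10 min at ambient with compound, then OMFP substrate added at 50 uM; 10 min reaction in 50 mM HEPES pH 7.5, 50 mM NaCl, 5 uM MgCl2, 0.05% BSA, 1 mM DTT. Fluorescence read at Ex 485/Em 525 nm.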
ELG1 DNA repair: ELG1-dependent DNA repair inhibition | 2.3% of 330,000 active | AID 504467 | HEK293T ELG1-luciferase reporter, luminescence, 16 h; DNA damage induced by 5-fluorouridine | Potency, µM (highest dose often 46.1 µM), without a hit: at the top dose activity change, negative = inhibition, actives largely listed as inhibitors; further: potency means the concentration at half of the fitted maximal effect; on the % scale 0 is the no-effect control and ±100 the full control effect; nearly all actives have a fitted effect of over 55% in size
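Cells (2,000 per well) received 5-fluorouridine plus test compound or DMSO and were incubated 16 hr at 37 °C, 5% CO2. Luciferase activity was read by luminescence 30 min after ONE-Glo addition; signal suppression marked inhibition of damage-induced ELG1 function.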
TSHR antag: blocks TSH signaling through the human TSH receptor; P16473; 0.2% of 330,000 active; AID 504810; activity change, negative = inhibition, % at 11.5 µM; TSHR-expressing cells, TSH-stimulated cAMP HTRF, 2 h; active compounds read low;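 active means activity change below a set negative limit, meaning inhibition stronger than a set level, cut at about -70% in these data; inconclusive means activity change between two set negative limits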; further: on the % scale 0 is the no-effect control and ±100 the full control effect
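Competitive HTRF cAMP read-out (cryptate anti-cAMP antibody, cAMP-d2; 30 min, room temperature) in freshly harvested TSHR cells. Compounds added before TSH at EC80 (4nM final), followed by 2 hours' incubation at 37 deg C.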
* = called active by the depositor; ? = inconclusive; · = not tested or not shown; [ ] = another dose, or the depositor's remark. Unless noted, the call rests on the fitted dose curve; in most records, active means well fitted curve in the direction sought with a large enough effect; inconclusive means small, poorly fitted or top-dose-only effect, or another doubt; inactive means no such curve, though single readings can be large; an effect the other way counts as inactive or inconclusive. The list is partial; rates above refer to the full screens.

Order of values – KCNH2 3.1 inh	USP2a inh	A-T KAP1 phos	TCR act	Mito fusion act	TRPV1 ag	KCNH2 WT inh	Eya2 phos inh	ELG1 DNA repair	TSHR antag
Cc1noc(C)c1C(=O)OC(C)C(=O)N1CCc2ccccc21 (centres undefined)
→ -31.8	0.0%	0.6%	71.4%	3.1%	-0.9	-4.8	-5.2%	16.5%	-5.9
O=C(Cn1nc(C(F)(F)F)c2c1CCC2)NC1CCCCC1
→ 0.6	2.6%	-9.1%	1.3%	3.6%	20.6	-3.2	15.3%	23.6%	-3.8
COc1ccc(CNC(=O)CCn2ccc3cc(S(=O)(=O)N4CCCC4)ccc32)cc1
→ 1.0	2.2%	6.8%	-0.3%	3.9%	?	2.9	-10.2%	-1.6%	-1.8
O=c1/c(=C/c2ccc(O)cc2)sc2nc3cc(Br)cnc3n12
→ ·	0.7%	-0.7%	·	?	-1.1	·	-0.2%	?	2.9
CC1(C)Cc2nc3sc4c(=O)n(CC(=O)NCc5ccccc5)cnc4c3cc2CO1
→ -6.2	-0.2%	-5.0%	4.4%	1.4%	·	-6.3	-12.3%	15.3%	12.6
CCCc1cc(C(=O)Nc2ccc(C(=O)OC)cc2)cs1
→ 0.6	0.9%	8.9%	0.7%	4.0%	?	-3.5	-7.8%	?	-16.0
CC(=O)c1ccc(NC(=O)CSc2nc(C)cc(C)c2C(N)=O)cc1
→ -10.6	-1.1%	1.4%	·	0.0%	4.3	-4.0	8.0%	?	-9.9
O=C(N/N=C/c1ccc(OC(=O)c2ccccc2Cl)cc1)c1cc(O)cc(O)c1
→ ·	0.9%	1.6%	-1.7%	2.8%	-0.2	4.8	3.9%	-3.6%	-15.6
COc1ccc(-c2nnc(CSc3nc4ccccc4c(=O)n3CC(C)C)o2)cc1OC
→ 9.9	4.7%	3.5%	1.2%	12.0%	1.4	-29.4	-6.1%	?	9.4
COc1ccc(OC)c(C(=O)c2nc3c(n2O)CCCCC3)c1
→ 3.2	-0.6%	-8.0%	3.3%	17.8%	-0.5	3.4	4.7%	25.5%	-7.2
CC(=O)NC(CCS(C)(=O)=O)C(=O)Nc1c(F)cccc1F (centres undefined)
→ 13.5	0.3%	-8.9%	4.5%	-3.0%	-1.8	-2.2	-1.9%	-13.0%	7.4
COc1ccc(C)cc1NC(=O)CN1C(=O)C2CC=CCC2C1=O (centres undefined)
→ 7.7	-1.4%	-5.3%	3.3%	-0.1%	1.4	-6.3	-9.0%	8.3%	-5.0
Cc1ccc(-c2nnn(CCOc3cccc(Br)c3)n2)cc1
→ 0.8	4.1%	2.1%	5.2%[46.1 µM]	-4.6%	0.1	-1.2	1.9%	?	-0.7
COC(=O)c1ccc(NC(=O)c2ccc(OC(C)=O)c(OC)c2)cc1
→ -16.0	0.9%	2.2%	-3.9%	-2.5%	2.5	-7.1	-7.1%	?	-6.2
Cn1c(=O)c2c(ncn2Cc2ccc(Cl)cc2)n(C)c1=O
→ 5.3	1.6%	-3.1%[11.5 µM]	-5.2%	2.2%	1.4	9.7	-1.3%	?	4.2
Cc1cc(C)c2nc(Cl)c(Cl)nc2c1
→ 21.6	1.3%	5.4%	1.7%	-0.9%	·	0.2	-26.4%	-1.4%	-1.9
CCOC(=O)c1csc(NC(=O)c2cc(=O)c3ccccc3o2)n1
→ -2.8	-0.2%	-3.9%	1.4%	-10.0%	1.2	7.8	1.8%	?	-6.8
COc1ccc(C/C(C)=N/NS(=O)(=O)c2ccc(Br)cc2)cc1
→ -0.4	2.0%	0.8%	2.3%	1.2%	3.5	-15.5	-10.2%	?	5.7
OCC[C@H]1C[C@@H](O)[C@H](O)[C@]2(Cc3ccccc3O2)O1
→ 11.1	1.3%	2.8%	-6.0%	-5.5%	-3.0	-12.3	6.2%	5.1%	-11.1
O=c1oc2ccccc2c(N2CCCCC2)c1[N+](=O)[O-]
→ -19.3	-1.2%	2.3%	-6.4%[46.1 µM]	-1.1%	-4.7	3.6	7.8%	-2.1%	3.3
Cc1ccc(CN2CCN(Cc3ccncc3)CC2CCO)o1 (centres undefined)
→ -3.7	3.4%	3.5%	4.6%	-3.3%	0.7	1.5	10.2%	0.5%	-0.1
Cc1ccccc1Cn1cc(NC(=O)c2nn(C)cc2Cl)cn1
→ 8.7	2.3%	-0.4%	0.7%[46.1 µM]	5.5%	24.6	8.0	3.4%	?	10.6
Cc1sc2ncn(CC(=O)NCc3ccccc3)c(=O)c2c1C
→ 6.8	14.1%	-4.2%	-2.0%	21.3%	8.2	-7.8	7.3%	?	3.1
COc1ccc(-c2cc3c(=O)n(CC(=O)Nc4cccc(Cl)c4)nc(C)n3n2)cc1
→ 5.6	1.4%	-1.4%	-1.9%	0.3%	0.8	-21.7	5.1%	21.7%	-0.2
Cc1cc(Cl)ccc1OCC(=O)NNC(=O)C1CCN(c2ncnc3sc(C)c(C)c23)CC1
→ -13.4	-10.9%	7.7%	-3.1%	28.8%	1.3	-5.0	6.2%	?	-71.6*
NC(=O)C1CCCN(C(=O)NC2CCCCC2)C1 (centres undefined)
→ ·	1.2%	3.7%	3.4%	-4.7%	1.9	-9.6	17.1%	7.6%	1.8
COc1cccc(OC)c1OC(=O)c1cnccn1
→ 6.0	0.7%	-3.1%	6.2%	1.6%	-0.6	23.8	-6.5%	17.1%	-11.5
Cc1ccc(N2C(=O)CSC2c2ccccn2)cc1Cl (centres undefined)
→ 3.7	-0.7%	16.2%	-1.5%	2.4%	3.1	-3.2	5.7%	0.0%	20.5
Cc1sc2ncn(CC(=O)OCC(=O)NC(C)(C)C)c(=O)c2c1C
→ 8.2	-0.5%	0.7%	-14.0%	1.8%	1.6	-0.6	0.6%	-14.6%	-5.9
CCCNS(=O)(=O)c1ccc(CCC(=O)N2CCCC2)cc1
→ -16.6	0.1%	-0.8%	-2.1%	-1.6%	-1.9	5.6	10.6%	-1.7%	-6.8
COc1ccc(CNc2nc3c(c(=O)n(Cc4ccc(Br)cc4)c(=O)n3C)n2C)cc1
→ 8.7	1.5%	-5.0%	13.2%	1.2%	1.4	-12.3	-36.1%	?	8.9
COc1cc(O)ccc1/C=N/NC(=O)c1ccc([N+](=O)[O-])cc1
→ -12.6	2.2%	0.0%	1.7%	-2.7%	21.5	-1.1	-8.4%	-2.9%	29.2
CCN(CC)S(=O)(=O)c1ccc(NC(=O)CO/N=C(\N)c2ccccc2)cc1
→ -1.6	-0.3%	0.5%	7.1%	-8.3%	11.2	5.3	-14.9%	-17.6%	-0.7
Cc1cc2nc(C3CCN(Cc4nnnn4Cc4cccs4)CC3)[nH]c2cc1C
→ 7.8	0.6%	1.3%	-6.4%	0.7%	-0.8	5.1	2.6%	-2.6%	-10.1
CSc1ccccc1NC(=O)Cc1ccccc1[N+](=O)[O-]
→ -9.8	1.2%	3.1%	-10.7%	17.3%	-1.7	3.1	-2.7%	-6.8%	3.2
COc1ccc(-c2nn(-c3ccccc3)cc2/C=N/NC(=S)NC(C)C)cc1OC
→ -30.9	0.5%	-1.4%	4.3%[46.1 µM]	11.6%	-3.0	-4.3	7.1%	11.6µM*	-3.4
O=S(=O)(c1ccc(OCc2nc3ccccc3s2)c(Cl)c1)N1CCOCC1
→ -13.5	0.9%	10.4%	-0.5%	11.3%	0.9	-13.5	-0.4%	?	16.2
COc1cccc(C(=O)O/N=C(\N)c2ccc([N+](=O)[O-])cc2)c1
→ -3.6	0.1%	0.2%	-1.6%	5.0%	0.9	2.7	-3.9%	?	10.8
COc1ccccc1NC(=O)COC(=O)/C=C/c1ccccc1[N+](=O)[O-]
→ 2.0	1.6%	9.1%	-0.9%[46.1 µM]	-8.1%	5.8	-4.5	-6.8%	1.9%	1.3
O=C(CSc1nc2ccccc2c(=O)n1CCCN1CCOCC1)Nc1ccc(F)c(Cl)c1
→ -27.5	1.1%	13.5%	-498.4%	·	·	7.4	-24.5%	?	2.8
O=C(NCc1nnc(SCC(=O)N2CCCC2)o1)c1ccccc1
→ 25.3	-0.4%	2.4%	11.7%	1.2%	-9.6	-3.7	0.6%	-0.1%	1.7
COc1cccc(CNC(=O)C2CCN(S(=O)(=O)c3c(C)nn(C)c3C)CC2)c1
→ -0.4	2.7%	-4.8%	0.4%	-2.3%	5.3	-0.5	-1.3%	-5.3%	-2.7
CC(=O)Nc1nnc(SCC(=O)c2ccc(F)cc2)s1
→ 0.9	0.3%	-6.0%	-9.1%	-3.6%	2.8	0.0	-1.4%	?	0.9
Cc1cccc(Nc2nnc(SCC(=O)c3c(N)n(C4CC4)c(=O)[nH]c3=O)s2)c1C
→ 16.8	2.2%	-5.7%	·	-4.3%	-1.0	15.9	4.0%	?	-10.6
